Compound activity: PubChem, Sanford-Burnham Center for Chemical Genomics
CHOP UPR activ = activators of apoptotic CHOP UPR arm, primary screen, cell-based, CHO-CHOP luciferase reporter, luminescence, uHTS; 330,000 compounds, 0.34% hits; UPR activation; percent of tunicamycin response over DMSO baseline; AID 449763, 2010; activation, % at 10 µM;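 active means at 10 µM dose, activation of 40% or more, normalized to positive control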;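 further: 100% = tunicamycin at 10 µg/mL and 0% = DMSO alone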
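Test system: CHO CHOP reporter cells. Input: 500 CHO-CHOP cells per well. Medium: F12 with 10% FBS. Technique: luciferase luminescence. Measure: percent activation relative to tunicamycin control. Dosing: 10 µM compound, 0.5% DMSO. Timing: 16-18 h cell attachment, then 6 h compound exposure, 37 °C.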
Mdm2 MdmX PPI = inhibitors of human Mdm2-MdmX association, primary screen, cell-based, luminescence, split luciferase, SaOS-2, uHTS; AID 485346, 2010; 330,000 compounds, 3% hits; inhibition, % at 8 µM; SaOS-2 split-luciferase Mdm2/MdmX complementation;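 active means inhibition of at least 50% at 8 µM in the primary screen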
Target sequence (O15151 whole entry, looked up): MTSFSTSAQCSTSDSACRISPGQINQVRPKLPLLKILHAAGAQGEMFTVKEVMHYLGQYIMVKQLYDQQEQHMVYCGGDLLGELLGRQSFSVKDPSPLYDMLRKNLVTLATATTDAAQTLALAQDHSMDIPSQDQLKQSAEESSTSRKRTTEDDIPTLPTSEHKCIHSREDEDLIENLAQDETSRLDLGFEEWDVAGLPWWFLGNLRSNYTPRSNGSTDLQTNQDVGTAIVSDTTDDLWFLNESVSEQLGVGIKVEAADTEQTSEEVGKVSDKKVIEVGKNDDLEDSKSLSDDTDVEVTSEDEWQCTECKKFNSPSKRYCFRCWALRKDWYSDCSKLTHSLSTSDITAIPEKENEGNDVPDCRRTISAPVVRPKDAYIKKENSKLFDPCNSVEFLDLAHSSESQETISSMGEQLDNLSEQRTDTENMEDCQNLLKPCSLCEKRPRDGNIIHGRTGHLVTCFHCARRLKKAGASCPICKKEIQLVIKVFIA
Target sequence (Q00987 whole entry, looked up): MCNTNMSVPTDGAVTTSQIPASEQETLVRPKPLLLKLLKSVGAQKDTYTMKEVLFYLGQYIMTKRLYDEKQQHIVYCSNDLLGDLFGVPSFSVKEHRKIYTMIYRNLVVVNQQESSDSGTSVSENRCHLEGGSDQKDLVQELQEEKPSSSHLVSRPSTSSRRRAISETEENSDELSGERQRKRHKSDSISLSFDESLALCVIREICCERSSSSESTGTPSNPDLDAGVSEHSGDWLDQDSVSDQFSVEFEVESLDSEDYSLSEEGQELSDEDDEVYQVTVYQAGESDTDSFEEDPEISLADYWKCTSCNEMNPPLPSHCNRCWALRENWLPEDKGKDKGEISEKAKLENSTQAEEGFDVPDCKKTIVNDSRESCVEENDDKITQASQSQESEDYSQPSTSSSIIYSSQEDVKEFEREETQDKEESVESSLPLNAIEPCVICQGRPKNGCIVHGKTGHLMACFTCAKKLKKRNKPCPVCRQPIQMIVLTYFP
Jurkat NFkB inh = inhibitors of induced NF-kB luciferase reporter, primary screen, TCR NF-kB activation inhibitor project, cell-based, luminescence, uHTS; Jurkat, PMA/ionomycin-induced NF-kB luciferase reporter; inhibition, % at 4 µM; 330,000 compounds, 0.53% hits; in the data active means inhibition above about 50%
tim10-1 inh = growth inhibitors of tim10-1 mutant yeast, primary screen, luminescence, uHTS. AID 463190, 2010. inhibition, % at 20 µM. S. cerevisiae tim10-1 ts strain growth, BacTiter-Glo, 24 h. 330,000 compounds, 2.2% hits;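 active means inhibition of at least 40%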;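 further: mutant grown at 25 °C; 0% = DMSO wells with yeast and 100% = wells holding no yeast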
UPR XBP1 act = activators of adaptive XBP1 UPR arm, primary screen, cell-based, CHO-XBP1 luciferase reporter, luminescence, uHTS; activation, % at 20 µM; IRE1-XBP1 UPR activation; percent of tunicamycin response, DMSO as zero; 330,000 compounds, 0.33% hits; AID 463104, 2010;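 active means versus positive control, 20 µM dose yields 30% or more activation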;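 further: 100% = tunicamycin at 10 µg/mL and 0% = DMSO only wells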
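Material: CHO cell line with stable XBP1 luciferase reporter; schedule: 16-18 h cell attachment at 37 °C, then 6 h compound exposure; signal: glow luminescence from Steady-Glo reagent; medium: serum-containing F12 medium, 10% FBS; benchmarks: tunicamycin 10 µg/mL and vehicle-only wells; read-out: percent activation relative to tunicamycin reference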
TIM10 inh = growth inhibitors of isogenic TIM10 control yeast, primary screen, counter-screen for tim10-1 yeast inhibitor project, luminescence, uHTS | S. cerevisiae TIM10 strain growth, BacTiter-Glo luminescence, 24 h | inhibition, % at 10 µM | 330,000 compounds, 1.4% hits;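 active means inhibition of 40% or more at the single tested concentration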;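 further: wild-type TIM10 isogenic control strain grown at permissive 25 °C; 0% = DMSO yeast wells and 100% = minimal medium wells without yeast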
697 NFkB inh = inhibitors of PMA/ionomycin-induced NF-kB reporter, 697 cells, primary screen, B-cell NF-kB inhibitor project, cell-based, luminescence, uHTS | 697 B-cell NF-kB luciferase reporter, 16 h | inhibition, % at 4 µM | AID 435022, 2010 | 330,000 compounds, 0.33% hits; in the data active means inhibition above about 35%
tim23-1 inh = growth inhibitors of tim23-1 mutant yeast, primary screen, luminescence, uHTS; S. cerevisiae tim23-1 growth, BacTiter-Glo luminescence, 24 h; inhibition, % at 20 µM; AID 463212, 2010; 330,000 compounds, 1.3% hits;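 active means growth inhibition of the mutant yeast at or above 50%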;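 further: temperature-sensitive mutant grown at 25 °C; plate controls were DMSO-treated mutant yeast for no effect and medium wells lacking yeast for full effect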
Active calls of the source: *.

A first look (13 entries):
SMILES	CHOP UPR activ	Mdm2 MdmX PPI	Jurkat NFkB inh	tim10-1 inh	UPR XBP1 act	TIM10 inh	697 NFkB inh	tim23-1 inh
CCCCn1c(N)c(N(CCOC)C(=O)CSc2nnc(-c3ccc(F)cc3)n2N)c(=O)[nH]c1=O	1.2	16	10	-1	1	4	15	-7
CSc1nc2nc3c(cc2c(=O)[nH]1)C(O)Oc1ccc(C)cc1-3 (centres undefined)	1.7	13	3	9	1	1	5	11
CC1(C)CC(=O)/C(=C(\O)CCCN2C(=O)c3ccccc3C2=O)C(=NCC(=O)O)C1	0.0	20	-8	-4	-4	1	-3	-2
CCOC(=O)C1CCCN(CCC(=O)Nc2c(C(=O)OC)[nH]c3cc(OC)ccc23)C1 (centres undefined)	0.1	20	5	19	-1	13	-2	8
CC(=O)Nc1ccc2c(c1)ncn2-c1ccc(C)cc1	1.8	-55	-108	13	-1	8	-147	-2
CCOC(=O)c1cc[nH]c1C	-0.3	-2	6	2	-4	2	24	2
C/C(=N\NC(=O)c1nnn(-c2nonc2N)c1CN1CCOCC1)c1ccc(CC(C)C)cc1	1.1	19	16	-4	-2	-4	4	-3
CC/C(=N\NC(=O)c1cc(C)nc2ccccc12)c1ccc(C)s1	1.4	-31	-3	0	-2	5	-6	8
CCN(CCn1cccn1)C(=O)CCc1nnc(Cc2c[nH]c3ccccc23)o1	-1.5	7	-7	16	-1	1	-17	1
CCCn1c(SCC(=O)Nc2ccc(Cl)cc2F)nc(O)cc1=O	1.1	8	-4	-2	-5	7	20	-1
C[C@H](CO)N1C[C@H](C)[C@@H](CN(C)S(=O)(=O)c2ccccc2)Oc2ccc(NS(=O)(=O)c3cccs3)cc2C1=O	3.0	41	-1	10	-4	6	5	19
O=C(NCCCN1CCCC1=O)c1ccc(S(=O)(=O)Nc2cccc(C(F)(F)F)c2)cc1	0.3	7	10	-9	0	6	-18	-9
COc1ccc(C(=O)NC2CCN(CC(=O)NCc3ccccc3)CC2)cc1	2.1	-8	7	-13	-1	3	-7	-6

The whole of this part, previewed entries included:
SMILES	CHOP UPR activ	Mdm2 MdmX PPI	Jurkat NFkB inh	tim10-1 inh	UPR XBP1 act	TIM10 inh	697 NFkB inh	tim23-1 inh
CCCCn1c(N)c(N(CCOC)C(=O)CSc2nnc(-c3ccc(F)cc3)n2N)c(=O)[nH]c1=O	1.2	16	10	-1	1	4	15	-7
CSc1nc2nc3c(cc2c(=O)[nH]1)C(O)Oc1ccc(C)cc1-3 (centres undefined)	1.7	13	3	9	1	1	5	11
CC1(C)CC(=O)/C(=C(\O)CCCN2C(=O)c3ccccc3C2=O)C(=NCC(=O)O)C1	0.0	20	-8	-4	-4	1	-3	-2
CCOC(=O)C1CCCN(CCC(=O)Nc2c(C(=O)OC)[nH]c3cc(OC)ccc23)C1 (centres undefined)	0.1	20	5	19	-1	13	-2	8
CC(=O)Nc1ccc2c(c1)ncn2-c1ccc(C)cc1	1.8	-55	-108	13	-1	8	-147	-2
CCOC(=O)c1cc[nH]c1C	-0.3	-2	6	2	-4	2	24	2
C/C(=N\NC(=O)c1nnn(-c2nonc2N)c1CN1CCOCC1)c1ccc(CC(C)C)cc1	1.1	19	16	-4	-2	-4	4	-3
CC/C(=N\NC(=O)c1cc(C)nc2ccccc12)c1ccc(C)s1	1.4	-31	-3	0	-2	5	-6	8
CCN(CCn1cccn1)C(=O)CCc1nnc(Cc2c[nH]c3ccccc23)o1	-1.5	7	-7	16	-1	1	-17	1
CCCn1c(SCC(=O)Nc2ccc(Cl)cc2F)nc(O)cc1=O	1.1	8	-4	-2	-5	7	20	-1
C[C@H](CO)N1C[C@H](C)[C@@H](CN(C)S(=O)(=O)c2ccccc2)Oc2ccc(NS(=O)(=O)c3cccs3)cc2C1=O	3.0	41	-1	10	-4	6	5	19
O=C(NCCCN1CCCC1=O)c1ccc(S(=O)(=O)Nc2cccc(C(F)(F)F)c2)cc1	0.3	7	10	-9	0	6	-18	-9
COc1ccc(C(=O)NC2CCN(CC(=O)NCc3ccccc3)CC2)cc1	2.1	-8	7	-13	-1	3	-7	-6
COc1ccc(/C(O)=C2/C(=O)C(=O)N(CCCC(=O)O)C2c2ccc(OC)c(OC)c2)cc1 (centres undefined)	-1.1	2	1	18	-1	0	13	8
CC(C)(C)Cc1nnc(NC(=O)c2ccco2)s1	2.4	-33	4	26	-4	27	-45	43
CC(C)(C)OC(=O)[C@H](Cc1ccccc1)NC(=O)c1nc[nH]c1C(=O)NC1CCN(C(=O)OC(C)(C)C)CC1	0.3	-21	12	15	4	-5	4	-7
COc1ccc(C2CC(c3ccccc3)=NN2C(=O)CSc2ncn[nH]2)cc1 (centres undefined)	1.5	-4	-15	12	-1	18	7	10
COc1cc(S(=O)(=O)Nc2ccc3nc(C)sc3c2)ccc1NC(C)=O	-1.4	25	-1	8	-4	8	-20	9
CCOC(=O)C1=C(c2ccccc2)N=C2SCC(=O)N2C1c1ccc2c(c1)OCO2 (centres undefined)	-1.4	13	-1	2	0	9	-7	7
CCc1ccc(C(=O)OCC(=O)NC2CCCC2)cc1	2.7	15	-2	12	3	0	9	24
CCC(CO)Nc1ccc(-c2n[nH]c(=O)c3ccccc23)cc1[N+](=O)[O-] (centres undefined)	2.7	16	5	-11	9	7	20	2
O=C(Cn1cnc2c(oc3ccccc32)c1=O)N1CCCc2ccccc21	6.4	-12	-31	33	3	33	-8	23
COc1ccc(N2C(=O)N3[C@@H]4c5ccccc5OC[C@@H]4[C@@H](c4ccccc4)[C@@]3(C)C2=O)cc1	-0.4	33	-16	13	-4	5	9	27
O=C(O)CN1C(=O)/C(=C\c2cc(Br)ccc2OCc2ccc(Cl)cc2Cl)SC1=S	-0.8	2	7	28	-5	19	10	53*
CCOc1ccc(CN2CCCC(N3CCN(c4ccc(OC)cc4)CC3)C2)cc1 (centres undefined)	1.7	1	27	11	2	-7	-14	11

The results go on.
SMILES	CHOP UPR activ	Mdm2 MdmX PPI	Jurkat NFkB inh	tim10-1 inh	UPR XBP1 act	TIM10 inh	697 NFkB inh	tim23-1 inh
O=C(CO/N=C/c1ccccc1OC(F)F)NCc1cccs1	-0.2	7	-6	26	0	-8	-12	20
Cc1cc(C)n(-c2ccc(C(=O)Nc3cccnc3Cl)cc2)n1	0.0	4	-11	10	0	-9	-4	14
O=C(NCc1cccs1)C1CC(=O)N(c2ccc(F)cc2)C1 (centres undefined)	1.5	2	-7	7	4	-1	11	-4
CC(Oc1ccccc1)C(=O)N1CCC2(CC1)Oc1ccc(F)cc1C(=O)C21CC(c2cccnc2)=NO1 (centres undefined)	-2.4	33	12	16	-3	3	11	16
O=C(CSc1nc(O)c(Cc2ccccc2F)c(=O)[nH]1)N1CCCCCC1	0.9	1	0	8	2	-10	15	6
CCn1c(=NC(=O)c2ccco2)sc2cccc(F)c21	2.9	-34	-13	20	3	11	-49	44
O=C(OCC(=O)N1CCc2ccccc21)c1cncc(Br)c1	1.0	12	5	-27	3	-3	7	19
CCn1nc(C)c(NC(=O)CC23CC4CC(CC(C4)C2)C3)c1C	4.1	5	8	11	-3	0	-3	4
O=C(OCc1ccccc1)C1CCCN1C(=O)c1cccs1 (centres undefined)	-1.3	30	-8	15	-2	17	19	10
CCO[C@@H]1OC(C(=O)N2CCOCC2)=C[C@H](C(C)(C)C)[C@H]1CCCO	0.5	-8	4	-7	-2	-9	6	-1
COc1ccc(OC)c(/C=C/C(=O)OCC(=O)N2CCN(S(=O)(=O)c3ccc(C)cc3C)CC2)c1	-1.9	26	0	13	-3	6	5	9
Cc1ccn2cc(CCNS(=O)(=O)c3ccc4c(c3)OCCO4)nc2c1	-0.4	-6	23	3	-1	0	8	15
COC(Cc1ccccc1N1CCCC1=O)OC	-0.4	-12	-6	18	0	4	-48	15
O=C(CN1C(=O)C2CC=CCC2C1=O)Nc1nc2ccccc2[nH]1 (centres undefined)	-1.4	-2	-12	20	0	7	14	6
COc1cc(C)c(NC(=O)Cc2ccsc2)cc1OC	-0.1	6	-3	17	5	-7	7	15
O=C(CCN1C(=O)c2ccccc2C1=O)N1CCCCCC1	0.4	-4	-15	7	-4	-21	5	5
Cc1ccc(N=Nc2ccc(O)c(/C=N\NC(=O)c3ccc(N)cc3)c2)cc1C	-1.9	45	8	28	1	-11	-72	42
CCN(c1ccccc1)S(=O)(=O)c1ccc(Cl)c(C(=O)NCc2ccco2)c1	-0.4	4	-3	-7	-1	-11	-15	17
O=C(C1CCN(S(=O)(=O)c2ccc(-n3cnnn3)cc2)CC1)N1CCN(c2ccccc2)CC1	0.0	16	-9	3	-1	9	16	12
CCN(CC)S(=O)(=O)c1ccc(C(=O)NC(=S)N(CCO)Cc2ccccc2)cc1	-0.1	17	8	2	-2	28	-5	1
O=C(COC(=O)c1ccc[n+]([O-])c1)Nc1cc([N+](=O)[O-])ccc1Cl	0.3	17	3	5	1	-5	11	4
CC(C)(Oc1ccc(F)cc1)C(=O)OCC(=O)c1ccc(S(C)(=O)=O)cc1	-0.9	15	-18	11	-1	4	5	15
O=C(Nc1ccc(N2CCCCC2)cc1)c1cccnc1Cl	3.0	5	-32	20	1	-2	-16	11
CCOc1cc(/C=N/NC(=O)CN2CCCCC2)ccc1OCc1cccc(Cl)c1	0.9	25	14	28	-2	21	5	15
CCc1nnc(NC(=O)C2CC(=O)N(CCc3ccc(F)cc3)C2)s1 (centres undefined)	2.7	19	23	8	-5	2	5	9

More structures
SMILES	CHOP UPR activ	Mdm2 MdmX PPI	Jurkat NFkB inh	tim10-1 inh	UPR XBP1 act	TIM10 inh	697 NFkB inh	tim23-1 inh
CCOc1ccc(Cl)cc1S(=O)(=O)N1CCN(c2ccc(C)c(C)c2)CC1	-1.7	19	8	2	-4	-20	5	8
Cc1c(C(=O)NCC2COc3ccccc3O2)oc2ccc(S(=O)(=O)N3CC(C)CC(C)C3)cc12 (centres undefined)	2.0	39	4	0	-5	-7	-23	16
CCN(CC)S(=O)(=O)c1ccc(C(=O)Oc2coc(CSc3nc(C)cc(C)n3)cc2=O)cc1	1.8	-15	6	-34	-3	-25	11	19
CN(CC(=O)Nc1ccccc1Br)C(=O)Cn1[nH]c(=O)c2ccccc2c1=O	-0.8	22	-8	-19	-1	5	5	-3
CCOC(Cn1c(SCC(=O)Nc2cc(C)on2)nc2ccccc2c1=O)OCC	-0.8	-1	-5	18	-3	20	-8	17
COc1ccc(CCc2nnc(CCC(=O)NCc3cnc4ccccn34)o2)cc1	-0.5	-15	0	-4	-3	-7	12	14
COc1cccc(C(=O)Nc2cc3c(cc2Cl)OCCCO3)c1	3.6	-189	-128	13	1	14	-223	35
c1ccc2[nH]c(NCCN3CCOCC3)nc2c1	4.0	4	-12	5	1	-11	11	5
